Measles CPE: compounds protecting cells from measles virus cytopathic effect, primary screen, measles RdRp inhibitor project, single point, MLSMR library, absorbance; Measles virus-infected cells, CPE protection; protection (pct of control), % at 4 µM; hit rate 1.5% among 140,000; in the data active = protection mostly above about 24%, no sharp cut-off; inactive = mostly below about 26%; note: some compounds called inactive have numbers as strong as hits
Phagocyt inh: inhibitors of macrophage phagocytosis, primary screen, imaging, J774A.1 cells, IgG beads; J774A.1 macrophage IgG-bead phagocytosis; inhibition, % at 5 µM; hit rate 0.07% among 110,000; AID 1029, 2008;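 active = inhibition above the mean of the plate negative controls plus 5 SD, cut at about 13% in these data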;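 note: phagocytic index as fraction of beads internalized from green versus red external bead signal; plate controls were DMSO negative control for no effect and cytochalasin-D positive control for full effect; some results beyond the cut were filed as inactive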
Yeast growth inh: growth inhibitors of yeast BB579 in restrictive medium, primary screen, yeast lifespan-shortening project, S. cerevisiae; AID 804, 2007; inhibition, % at 10 µM; OD615, 48 h; hit rate 0.51% among 140,000;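 active = inhibition above a set limit, 3 SD over the mean compound inhibition, cut at about 44% in these data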; note: inactives centre near -24
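Material: Saccharomyces cerevisiae DeaD strain BB579, replicative lifespan model yeast; buffer or medium: CSMM-D restrictive synthetic medium containing dextrose (glucose); compound: 10 µM single dose, DMSO 0.25%; timing: 48 h compound exposure at 30 °C after 4 h preincubation; signal: turbidity as optical density at 615 nm; benchmarks: positive control amphotericin B 10 µg/mL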
MRP-1 activ: H69AR viability gain despite doxorubicin, primary screen, MRP-1 activator project, H69AR cells, CellTiter-Glo; viability rescue; viability increase, % at 10 µM; hit rate 0.61% among 140,000; AID 799, 2007;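 active = viability gain under doxorubicin at or above a set limit, the compound median plus 3 SD, cut at about 4.7% in these data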;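 note: MRP-1 overexpressing cells given doxorubicin 25 µM after compound pretreatment; 18-22 h compound pretreatment then 72 h with doxorubicin before readout; 0% = doxorubicin-only wells and 100% = vehicle-treated cells without doxorubicin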
HCT116 PTEN-null: growth suppression of PTEN-null HCT116, primary screen, cell-based, CellTiter-Glo | viability, % at 10 µM | hit rate 1.2% among 140,000 | HCT116 PTEN-null viability, 60 h; stronger effect = lower value | AID 827, 2007;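 active = viability at or below a set limit, 4 SD under the median of all tested compounds, cut at about 3.7% in these data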;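 note: PTEN knockout HCT116 line with beta catenin targeted HCT116 as companion control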
NPY-Y2 antag: NPY-Y2 receptor antagonists, primary screen, cell-based; Neuropeptide Y receptor type 2 (Homo sapiens), P49146; NPY-Y2 expressing cells, antagonist mode; hit rate 0.99% among 140,000; inhibition, % at 2.7 µM; in the data active = inhibition above about 17%;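 note: 0% = vehicle with agonist challenge and 100% = reference antagonist with challenge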
Target sequence (P49146 whole entry, looked up): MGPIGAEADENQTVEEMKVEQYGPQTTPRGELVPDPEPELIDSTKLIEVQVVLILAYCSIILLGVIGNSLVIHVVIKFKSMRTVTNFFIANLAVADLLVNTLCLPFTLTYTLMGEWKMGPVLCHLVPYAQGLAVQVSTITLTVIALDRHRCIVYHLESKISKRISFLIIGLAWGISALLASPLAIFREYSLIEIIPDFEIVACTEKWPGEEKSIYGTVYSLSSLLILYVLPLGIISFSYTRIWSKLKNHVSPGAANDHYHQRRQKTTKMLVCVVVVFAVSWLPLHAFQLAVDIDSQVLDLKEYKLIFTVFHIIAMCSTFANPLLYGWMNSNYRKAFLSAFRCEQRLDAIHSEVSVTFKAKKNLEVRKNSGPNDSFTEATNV
HCT116 bCat-KO: primary screen for growth suppressors in beta-catenin knockout HCT116 cells (colon tumor, human) | viability, % at 10 µM | HCT116 beta-catenin knockout viability, CellTiter-Glo, 60 h; stronger effect = lower value | AID 818, 2007 | hit rate 1.5% among 140,000;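 active = viability at or under a set limit, the compound median less 4 SD, cut at about 6% in these data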;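 note: 0% = Hyamine 1622 control at 20 µM and 100% = untreated cell control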
E-sel TNF inh: E-selectin induction blockers in HUVEC – imaging, immunofluorescence, high content, primary screen; hit rate 0.71% among 120,000; inhibition, % at 2 µM; AID 1246, 2008; HUVEC TNFa-induced E-selectin immunofluorescence;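 active = inhibition above the batch mean plus 3 SD, and confirmed as a hit on visual image review, cut at about 43% in these data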;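 note: 0% = TNF-stimulated DMSO wells and 100% = unstimulated control wells; not every result past the cut was called active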
Yeast life ext: compounds extending yeast replicative lifespan, primary screen, S. cerevisiae, OD615 | S. cerevisiae growth with nicotinamide; deaD strain in restrictive glucose medium | inhibition of the nicotinamide effect, % at 10 µM | hit rate 0.68% among 130,000;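 active = inhibition above a set limit, placed 3 SD over the median of all compounds, cut at about 26% in these data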;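 note: 0% = nicotinamide-treated wells and 100% = cells grown without nicotinamide; some compounds called inactive have numbers as strong as hits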
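Test system – modified budding yeast, DeaD strain · Compound – single dose 10 µM compound, 0.25% DMSO · Times – culture preincubation 4 h, compound exposure 48 h, both 30 °C · Detection – optical density (absorbance) at 615 nm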
GALR2 blocker: GALR2 antagonists in receptor-expressing cells, primary screen. Galanin receptor type 2 (Homo sapiens), O43603. antagonist mode. inhibition, % at 4 µM. hit rate 0.39% among 140,000. AID 828, 2007; in the data active = inhibition above about 27%;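 note: cells stimulated with galanin 1-16 at roughly its EC80; 0% = agonist challenge control and 100% = basal control without agonist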
Target sequence (O43603 whole entry, looked up): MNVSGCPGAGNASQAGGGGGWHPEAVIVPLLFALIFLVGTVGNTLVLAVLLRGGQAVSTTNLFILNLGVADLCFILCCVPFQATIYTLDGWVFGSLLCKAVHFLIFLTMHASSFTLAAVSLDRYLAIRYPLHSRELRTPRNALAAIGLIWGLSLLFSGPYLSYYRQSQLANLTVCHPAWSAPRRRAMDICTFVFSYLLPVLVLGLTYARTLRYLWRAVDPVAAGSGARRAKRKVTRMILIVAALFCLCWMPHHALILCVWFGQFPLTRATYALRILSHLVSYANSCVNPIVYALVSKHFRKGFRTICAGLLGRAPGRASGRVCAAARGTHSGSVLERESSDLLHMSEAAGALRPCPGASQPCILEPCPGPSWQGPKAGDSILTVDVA
The depositor's hits bear a star.

The first 2 entries (preview)
Cc1ccc(C(C)C)cc1S(=O)(=O)NCc1cccnc1 was read as Measles CPE 14, Phagocyt inh 0, Yeast growth inh -30, MRP-1 activ -1.2, HCT116 PTEN-null 91, NPY-Y2 antag -1, HCT116 bCat-KO 103, E-sel TNF inh -25, Yeast life ext -13 and GALR2 blocker 3.
For CCCOC(=O)NC1CCS(=O)(=O)C1 (centres undefined) the results were Measles CPE 6, Yeast growth inh -4, MRP-1 activ -1.9, HCT116 PTEN-null 92, NPY-Y2 antag 0, HCT116 bCat-KO 105, E-sel TNF inh 14, Yeast life ext -16 and GALR2 blocker 11.

Results, repeating the preview:
Cc1ccc(C(C)C)cc1S(=O)(=O)NCc1cccnc1 was read as Measles CPE 14, Phagocyt inh 0, Yeast growth inh -30, MRP-1 activ -1.2, HCT116 PTEN-null 91, NPY-Y2 antag -1, HCT116 bCat-KO 103, E-sel TNF inh -25, Yeast life ext -13 and GALR2 blocker 3.
For CCCOC(=O)NC1CCS(=O)(=O)C1 (centres undefined) the results were Measles CPE 6, Yeast growth inh -4, MRP-1 activ -1.9, HCT116 PTEN-null 92, NPY-Y2 antag 0, HCT116 bCat-KO 105, E-sel TNF inh 14, Yeast life ext -16 and GALR2 blocker 11.
`CC1CCCCC1NC(=O)CN1C(=O)NC(Cc2ccccc2)(Cc2ccccc2)C1=O` (centres undefined) gave Measles CPE 4, Phagocyt inh 1, Yeast growth inh -19, MRP-1 activ -0.9, HCT116 PTEN-null 93, NPY-Y2 antag 16, HCT116 bCat-KO 100, E-sel TNF inh -6, Yeast life ext -12 and GALR2 blocker -2.
Screening CCN(CC)C(=O)CSC1=Nc2ccccc2C2=NC(Cc3c[nH]c4ccccc34)C(=O)N12 (centres undefined) returned Measles CPE 3, Phagocyt inh 0, Yeast growth inh -70, MRP-1 activ -1.7, HCT116 PTEN-null 96, NPY-Y2 antag 3, HCT116 bCat-KO 95, E-sel TNF inh -16, Yeast life ext -4 and GALR2 blocker 2.
`CN1C(=O)CSc2ccc(NC(=O)N3CCOCC3)cc21` gave Measles CPE 3, Phagocyt inh -1, Yeast growth inh -26, MRP-1 activ -3.9, HCT116 PTEN-null 87, NPY-Y2 antag -2, HCT116 bCat-KO 103, E-sel TNF inh 2, Yeast life ext -20 and GALR2 blocker -8.
Screening CCCCN1C(=O)C(O)=C(C(C)=O)C1c1ccccc1 (centres undefined) returned Measles CPE 19, Phagocyt inh -1, Yeast growth inh -37, MRP-1 activ 1.0, HCT116 PTEN-null 113, NPY-Y2 antag -1, HCT116 bCat-KO 100, E-sel TNF inh -9, Yeast life ext -8 and GALR2 blocker -13.
`O=C1C(Cl)=C(N2CCCCC2)C(=O)C(Cl)=C1c1cnc(N2CCCCC2)s1` gave Measles CPE 1, Yeast growth inh -28, MRP-1 activ -7.5, HCT116 PTEN-null 1.5*, NPY-Y2 antag -3, HCT116 bCat-KO 1.1*, E-sel TNF inh 32 and GALR2 blocker 6.
For Cc1ccc2nc(SC(C(=O)c3ccccc3)c3ccccc3)nc(C)c2c1 (centres undefined) the results were Measles CPE 10, Phagocyt inh -8, Yeast growth inh -37, MRP-1 activ 1.4, HCT116 PTEN-null 91, NPY-Y2 antag 11, HCT116 bCat-KO 98, Yeast life ext -3 and GALR2 blocker 11.
Nc1ccc(C(=O)c2cccs2)cc1 was read as Measles CPE 2, Phagocyt inh -1, Yeast growth inh -40, MRP-1 activ -1.7, HCT116 PTEN-null 94, NPY-Y2 antag 0, HCT116 bCat-KO 88, Yeast life ext -3 and GALR2 blocker -6.
`COc1ccc(Cn2c(-c3ccc(OC)cc3)nc3c(c(=O)c4ccccc4n3C)c2=O)cc1` gave Measles CPE 4, Phagocyt inh -7, Yeast growth inh -27, MRP-1 activ 1.0, HCT116 PTEN-null 65, NPY-Y2 antag 5, HCT116 bCat-KO 74, E-sel TNF inh 1, Yeast life ext 9 and GALR2 blocker 3.
`Cc1cc(-c2n[nH]c(=S)n2-c2ccccc2)nn1C` gave Measles CPE 45, Phagocyt inh -6, Yeast growth inh -9, MRP-1 activ -0.9, HCT116 PTEN-null 106, NPY-Y2 antag 2, HCT116 bCat-KO 101, Yeast life ext -3 and GALR2 blocker 10.
Screening Cc1cc(C)cc(NC(=O)CSc2ncc(S(=O)(=O)c3ccccc3)c(=O)[nH]2)c1 returned Measles CPE 7, Phagocyt inh -4, Yeast growth inh 3, MRP-1 activ -0.2, HCT116 PTEN-null 98, NPY-Y2 antag 3, HCT116 bCat-KO 94, E-sel TNF inh -22, Yeast life ext 6 and GALR2 blocker 5.
Cc1ccc(Nc2ccc([N+](=O)[O-])nc2[N+](=O)[O-])cc1 was read as Measles CPE 6, Phagocyt inh -2, Yeast growth inh 1, MRP-1 activ -3.1, HCT116 PTEN-null 73, NPY-Y2 antag 0, HCT116 bCat-KO 78, Yeast life ext -2 and GALR2 blocker 9.
Screening Cc1c(NC(=O)c2ccc3ncccc3c2)c(=O)n(-c2ccccc2)n1C returned Measles CPE 5, Phagocyt inh -1, Yeast growth inh 5, MRP-1 activ -0.1, HCT116 PTEN-null 102, NPY-Y2 antag 2, HCT116 bCat-KO 97, E-sel TNF inh -1, Yeast life ext -5 and GALR2 blocker 11.
`CC(=O)c1cc2c(cc1NC(=O)CN1CCCCC1C)OCO2` (centres undefined) gave Measles CPE 5, Phagocyt inh -1, Yeast growth inh 7, MRP-1 activ 0.0, HCT116 PTEN-null 87, NPY-Y2 antag 6, HCT116 bCat-KO 86, E-sel TNF inh 13, Yeast life ext -5 and GALR2 blocker -19.
Screening O=C(OCCN1C(=O)c2cccc3c(N4CCOCC4)ccc(c23)C1=O)c1ccc(Cl)cc1Cl returned Measles CPE 5, Phagocyt inh 2, Yeast growth inh -34, MRP-1 activ -4.0, HCT116 PTEN-null 9, NPY-Y2 antag 10, HCT116 bCat-KO 10, E-sel TNF inh -28, Yeast life ext 6 and GALR2 blocker 14.
CC1CCCC(C)N1C(=O)CSc1nnc(-c2c[nH]c3ccccc23)o1 (centres undefined) was read as Measles CPE 6, Phagocyt inh 0, Yeast growth inh -47, MRP-1 activ -1.2, HCT116 PTEN-null 84, NPY-Y2 antag 6, HCT116 bCat-KO 76, E-sel TNF inh -14, Yeast life ext -17 and GALR2 blocker -2.
`COC(=O)c1c(NC(=O)CN2C(=O)NC3(CCC(C(C)(C)C)CC3)C2=O)sc2c1CCCCC2` (centres undefined) gave Measles CPE 7, Phagocyt inh -3, Yeast growth inh -25, MRP-1 activ -0.6, HCT116 PTEN-null 70, NPY-Y2 antag -1, HCT116 bCat-KO 80, Yeast life ext -1 and GALR2 blocker 3.
`CSCC(=O)NS(=O)(=O)c1ccc(C)cc1` gave Measles CPE 10, Yeast growth inh -18, MRP-1 activ -1.4, HCT116 PTEN-null 98, NPY-Y2 antag 1, HCT116 bCat-KO 109, E-sel TNF inh -33, Yeast life ext 2 and GALR2 blocker 2.
For CCOc1cc(C=C2C(=O)c3ccccc3C2=O)ccc1OCC(=O)Nc1ccc(C)cc1 the results were Measles CPE 6, Phagocyt inh -7, Yeast growth inh -28, MRP-1 activ -5.6, HCT116 PTEN-null 93, NPY-Y2 antag 4, HCT116 bCat-KO 97, Yeast life ext -1 and GALR2 blocker 0.
For COc1ccc(-c2noc(COc3ccc(Cl)c(C)c3)n2)cc1 the results were Measles CPE 14, Phagocyt inh -1, Yeast growth inh -7, MRP-1 activ 0.2, HCT116 PTEN-null 77, NPY-Y2 antag 18*, HCT116 bCat-KO 88, Yeast life ext -7 and GALR2 blocker 9.
Screening CC(C)NC(=O)c1ccc(CNC(=O)OCC(F)(F)F)cc1 returned Measles CPE 26, Phagocyt inh 0, Yeast growth inh -24, MRP-1 activ 0.2, HCT116 PTEN-null 106, NPY-Y2 antag 2, HCT116 bCat-KO 104, E-sel TNF inh 33, Yeast life ext -7 and GALR2 blocker -9.
`COc1ccc(OCC(=O)N2CCN(C(=O)COc3ccccc3)CC2)cc1` gave Measles CPE 2, Phagocyt inh 0, Yeast growth inh -18, MRP-1 activ -2.2, HCT116 PTEN-null 93, NPY-Y2 antag -1, HCT116 bCat-KO 90, E-sel TNF inh 7, Yeast life ext -4 and GALR2 blocker 3.
Screening Cc1cccc(C2Nc3ccccc3C(=O)N2CCc2ccccc2)n1 (centres undefined) returned Measles CPE 11, Phagocyt inh 3, Yeast growth inh -41, MRP-1 activ 0.2, HCT116 PTEN-null 86, NPY-Y2 antag 7, HCT116 bCat-KO 87, E-sel TNF inh 6, Yeast life ext 6 and GALR2 blocker -1.
CC(=O)NCCn1c(SCC(=O)NCc2ccco2)nc2ccccc2c1=O was read as Measles CPE 23, Yeast growth inh -24, MRP-1 activ -2.1, HCT116 PTEN-null 92, NPY-Y2 antag 1, HCT116 bCat-KO 102, Yeast life ext -6 and GALR2 blocker 3.
COc1cccc(CN(C)CC(=O)NC(=O)NCc2ccco2)c1 was read as Measles CPE 12, Phagocyt inh -1, Yeast growth inh -83, MRP-1 activ -1.0, HCT116 PTEN-null 99, NPY-Y2 antag 1, HCT116 bCat-KO 100, E-sel TNF inh -3, Yeast life ext -11 and GALR2 blocker 5.
O=c1nc2scc(-c3ccccc3)n2c2ccccc12 was read as Measles CPE 12, Phagocyt inh 0, Yeast growth inh -16, MRP-1 activ -0.3, HCT116 PTEN-null 108, NPY-Y2 antag 4, HCT116 bCat-KO 97, E-sel TNF inh -24, Yeast life ext -8 and GALR2 blocker 4.
For CCOc1ccc(N/C=C/C(=O)c2ccc3ccccc3c2)c([N+](=O)[O-])c1 the results were Measles CPE 2, Phagocyt inh 0, Yeast growth inh -36, MRP-1 activ 0.0, HCT116 PTEN-null 102, NPY-Y2 antag 0, HCT116 bCat-KO 98, Yeast life ext -8 and GALR2 blocker 0.
Screening CCc1nc2c3cnn(-c4cc(Cl)ccc4C)c3ncn2n1 returned Measles CPE 7, Phagocyt inh 4, Yeast growth inh -32, MRP-1 activ -0.6, HCT116 PTEN-null 86, NPY-Y2 antag 1, HCT116 bCat-KO 84, E-sel TNF inh -10, Yeast life ext -15 and GALR2 blocker -7.
CCOc1ccc(NC(=O)c2cc3c(C)nc4ccccc4c3o2)cc1 was read as Measles CPE 10, Phagocyt inh 0, Yeast growth inh -5, MRP-1 activ -4.0, HCT116 PTEN-null 35, NPY-Y2 antag 3, HCT116 bCat-KO 36, Yeast life ext -15 and GALR2 blocker 12.
